Compound activity from PubChem BioAssay.
dFosB activator = mouse delta FosB homodimer activation; purified delta FosB, TAMRA-CDK5 oligo fluorescence polarization; percent of positive-control signal above neutral wells; activation, % at 25 µM; 340,000 compounds, 0.99% hits; AID 493131;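 active means mean activation above about 17%, with every replicate also reaching it, limit read from the data, passing the limit was not always enough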;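 further: fluorescence polarization rise as delta FosB binds a TAMRA Cdk5 AP-1 oligo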
Target sequence (P13346 whole entry, looked up): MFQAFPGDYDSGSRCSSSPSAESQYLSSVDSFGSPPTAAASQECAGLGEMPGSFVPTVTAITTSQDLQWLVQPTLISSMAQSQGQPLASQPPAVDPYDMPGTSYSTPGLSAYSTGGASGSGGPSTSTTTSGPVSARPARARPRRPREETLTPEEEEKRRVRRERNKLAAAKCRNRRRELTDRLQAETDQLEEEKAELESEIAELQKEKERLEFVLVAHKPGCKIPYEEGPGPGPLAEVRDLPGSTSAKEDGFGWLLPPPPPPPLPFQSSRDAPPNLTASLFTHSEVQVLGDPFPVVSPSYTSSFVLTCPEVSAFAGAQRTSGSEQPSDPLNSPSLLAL
MITF act = activators of MITF-driven TRPM1 promoter activity in SK-MEL-5 cells | SK-MEL-5 TRPM1-promoter luciferase, 24 h; % of positive control, neutral wells = 0 | activation, % at 12.5 µM | 300,000 compounds, 0.75% hits;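 active means mean activation of at least 80% with every replicate also reaching 80%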;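 further: 0% = neutral control wells and 100% = parthenolide positive control wells; values of inactives mirror those of a sister screen read the other way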
PKA-R1A activ = activators of PKA-R1A complex; P00514+P68181; PKA-R1A dissociation, Cy5-IP20 fluorescence polarization; scaled: DMSO 0%, 113 µM cGMP 100%; activation, % at 11.4 µM; 340,000 compounds, 0.083% hits; AID 504707;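 active means percent activation above the mean of all tested compounds plus 3 SD, cut at about 19% in these data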;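 further: higher means more PKAc released from R1A so a rise in polarization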
SUMO Mot1 rescue = blocks SUMOylation pathway, rescuing yeast Mot1-301 growth; S. cerevisiae Mot1-301 growth rescue, ATP luminescence, 38.5C; percent above DMSO median, 100 means doubled; growth rescue, % at 18.8 µM; 320,000 compounds, 1% hits; AID 2716;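 active means every valid replicate shows activation above 250% relative to neutral control wells; inactive means the rest, any valid replicate at or below 250%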;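 further: OY570 slx delta 5 strain wells were the positive control but not used for scaling; some compounds called inactive have numbers as strong as hits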
CDK5 p35 inh = inhibitors of human CDK5/p35 kinase; Recombinant CDK5/p35, ADP-Glo luminescence, 60 min; Q00535+Q15078; 330,000 compounds, 0.01% hits; inhibition, % at 10 µM;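 active means highest replicate inhibition of at least 50% and at least 75% of replicates reaching 50%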;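 further: plate controls were DMSO neutral control for no effect and GW8510 at 10 µM for full effect; many of its hits are not listed in these tables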
Target sequence (Q00535 whole entry, looked up): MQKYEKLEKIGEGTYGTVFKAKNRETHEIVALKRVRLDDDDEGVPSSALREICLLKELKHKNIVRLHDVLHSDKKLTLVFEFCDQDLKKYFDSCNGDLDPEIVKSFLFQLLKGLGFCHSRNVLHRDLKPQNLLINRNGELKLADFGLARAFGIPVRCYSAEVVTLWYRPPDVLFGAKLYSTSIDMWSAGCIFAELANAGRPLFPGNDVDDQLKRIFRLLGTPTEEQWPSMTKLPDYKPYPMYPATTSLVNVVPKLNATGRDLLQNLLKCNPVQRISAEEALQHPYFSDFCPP
Target sequence (Q15078 whole entry, looked up): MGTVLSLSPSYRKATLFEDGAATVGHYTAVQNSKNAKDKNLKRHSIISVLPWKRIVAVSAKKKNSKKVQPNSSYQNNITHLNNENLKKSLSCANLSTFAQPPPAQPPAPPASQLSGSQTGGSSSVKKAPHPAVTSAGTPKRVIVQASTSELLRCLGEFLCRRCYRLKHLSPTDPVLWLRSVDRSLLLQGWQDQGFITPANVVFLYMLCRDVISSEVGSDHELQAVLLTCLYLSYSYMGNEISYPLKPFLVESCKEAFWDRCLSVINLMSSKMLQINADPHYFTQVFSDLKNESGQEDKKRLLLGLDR
SR-BI DiI inh = inhibitors of mouse SR-BI mediated HDL lipid uptake; Q61009; ldlA[mSR-BI] CHO cells, DiI-HDL uptake fluorescence, 3 h; inhibition, % at 12.5 µM; 320,000 compounds, 0.96% hits;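 active means mean replicate inhibition of at least 70% and a set share of replicates each scoring 70 or more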;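 further: 0% = median of neutral control wells and 100% = median of positive control wells; values of inactives mirror those of a sister screen read the other way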
Arr AP2 block = inhibitors of human beta-arrestin and AP2 interaction. FITC-arrestin peptide / GST-AP2 beads, flow cytometry; AP2 beta2 appendage carries R879A mutation. inhibition, % at 10 µM. 340,000 compounds, 0.31% hits. AID 504490;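 active means inhibition above a set limit, near 3 SD of compounds lacking own fluorescence, cut at about 54% in these data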;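 further: plate controls were DMSO wells for no effect and 5 µM unlabelled arrestin peptide for full effect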
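Assay system: GST-AP2 R879A bound to glutathione beads, E. coli-expressed; Medium: PBS with 0.05% Tween 20 and 0.1% BSA; Also added: fluorescein-tagged arrestin peptide at 50 nM final; Timing: 12 min plus 1 h, RT; Measured by: flow cytometry, FL1 (488/535 nm); Evaluation: percent drop in bead-associated FITC signal.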
NSD2 HMT inh = NSD2 (human) methyltransferase inhibition | AID 743445 | O96028 | inhibition, % at 12.5 µM | NSD2 peptide methylation, AlphaScreen, 120 min | 310,000 compounds, 0.54% hits; in the data active means inhibition above about 50%
Pemphigus Ab inh = inhibitors of pemphigus antibody binding to human desmoglein-3. 310,000 compounds, 0.48% hits. DSG3-coupled beads, scFv-anti-DSG3-GFP binding, flow cytometry; active compounds read low. binding (percent of control), % at 10 µM. P32926;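 active means binding more than 3 SD below its plate's average and above zero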;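 further: hits lower antibody fragment binding to DSG3; some compounds called inactive have numbers as strong as hits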
PKA-R2B activ = activators of human PKA-R2B complex | activation, % at 11.4 µM | P22694+P31323 | 340,000 compounds, 0.079% hits | PKA-R2B holoenzyme dissociation, Cy5-IP20 fluorescence polarization; R2B truncated from residue 108, S112A mutant; 0% DMSO only, 100% 113 µM cGMP;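 active means activation above a cutoff set at the mean over all compounds plus 3 SD, cut at about 18% in these data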;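 further: higher means more holoenzyme dissociation and a rise in polarization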
SR-BI uptake up = activators of SR-BI mediated HDL lipid uptake | 320,000 compounds, 0.096% hits | AID 504775 | activation, % at 12.5 µM | CHO ldlA[mSR-BI] cells, DiI-HDL uptake fluorescence, 3 h; 100 = double the neutral-control signal;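 active means mean replicate activation of at least 60% and every replicate at or above 60%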;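 further: 0% = median plate neutral-control signal and 100% = twice that signal; values of inactives mirror those of a sister screen read the other way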
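Test system: SR-BI-overexpressing, LDLR-lacking CHO cells. Measured by: DiI fluorescence, bottom read. Medium: Ham's F12 with 0.5% BSA, HEPES 25 mM, pH 7.4. Timing: 3 h uptake period with compound, 37 °C.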
Numbers without * were called inactive; / = not tested or not shown. Not a hit list. Share with any hit: about 4.7%.

cpd	canonical_smiles	dFosB activator	MITF act	PKA-R1A activ	SUMO Mot1 rescue	CDK5 p35 inh	SR-BI DiI inh	Arr AP2 block	NSD2 HMT inh	Pemphigus Ab inh	PKA-R2B activ	SR-BI uptake up
1	CCC(=O)N1CCc2cc(Br)cc(S(=O)(=O)N3CCC(C(=O)NC(C)C)CC3)c21	-10.5	4.5	8.6	7.1	0.0	0.3	-0.8	/	/	1.1	-0.3
2	COc1ccc([C@H]2CC(=O)C=C(c3cccc(OC(F)(F)F)c3)C2)cc1	-11.6	6.5	-8.9	5.2	0.6	-0.8	10.6	/	101.8	-1.5	0.8
3	CCCCN(C(=O)c1ccc2ccccc2c1)c1c(N)n(CCCC)c(=O)[nH]c1=O	5.5	-1.8	5.0	-3.8	0.3	-1.7	-5.7	-1.6	101.5	3.0	1.7
4	CC(NC(=O)CSc1nc2sc3c(c2c(=O)n1-c1ccccc1)CCCC3)c1ccccc1 (centres undefined)	-2.5	5.7	1.6	/	5.5	18.1	26.4	-2.1	79.4*	-9.8	-18.1
5	O=C(CCN1CCN(S(=O)(=O)c2ccc(Br)cc2)CC1)Nc1ccccc1F	-16.1	-1.0	-8.9	24.7	0.2	14.8	14.0	-0.8	101.8	-16.7	-14.8
6	Cc1ccc(N2C(=N)/C(=C3/Nc4ccccc4S3)C(c3ccccc3)C2=O)cc1 (centres undefined)	-7.2	-2.6	9.6	9.6	1.3	5.1	55.8*	/	129.8	-12.5	-5.1
7	N#CCC(=O)N/N=C/c1c2ccccc2cc2ccccc12	0.7	-10.6	-2.6	-24.3	1.6	6.2	-12.1	-4.7	/	-6.8	-6.2
8	CCOC(=O)N1CCC(N2C(=O)c3ccccc3C2=O)CC1	-5.5	/	-9.0	-5.0	0.2	-17.2	3.0	/	104.6	0.8	17.2
9	Cc1cnc(CN(C)C(=O)c2cc(COc3c(F)cccc3F)on2)[nH]1	-7.9	-8.0	-3.7	-8.2	-2.2	-7.6	-4.7	-0.5	110.8	1.5	7.6
10	Cc1cccc(N2CC(C(=O)Nc3cccc(S(=O)(=O)N4CCCCC4)c3)CC2=O)c1C (centres undefined)	-15.7	-17.1	1.9	12.9	0.1	18.5	1.7	0.1	/	-0.8	/
11	Cc1ccc(C(=O)Nc2ccccc2NC(=O)c2ccc(C)o2)o1	-1.4	-9.9	2.2	-0.8	-1.5	-5.7	10.4	1.1	96.5	-1.0	5.7
12	Cc1cc(OC(C)C(=O)NCCN2CCOCC2)c2c(C)cc(=O)oc2c1 (centres undefined)	-11.4	0.1	5.0	-3.5	0.1	-12.3	-7.5	-2.1	88.3	2.1	12.3
13	COc1cccc(CN2C(=O)CN(C3CCCCC3)C(=O)C2c2ccc(F)cc2)c1 (centres undefined)	-1.3	1.6	-1.3	5.6	-1.0	-7.3	-3.2	-2.1	98.0	-6.0	7.3
14	NS(=O)(=O)c1ccc(CCNC(=O)NC2CCCCC2)cc1	0.6	-0.6	-13.6	345.8	-0.4	/	10.8	34.4	98.0	-7.3	/
15	Nc1nonc1C(=O)N/N=C/c1cc(Br)ccc1O	1.0	-58.3	/	13.4	0.4	137.7*	1.4	-8.8	100.8	/	-137.7
16	Cc1nc2ccccc2n1CCC(=O)O	1.0	/	-4.5	-8.8	2.1	-38.5	11.7	34.7	/	-6.0	38.5
17	CC(=O)O/N=C(\N)Cc1ccc(-c2csnn2)cc1	-0.9	3.3	3.5	4.1	2.3	-15.2	36.0	-1.2	/	-2.2	15.2
18	CNC(=O)CSc1nc2[nH]ncc2c(=O)[nH]1	0.2	15.2	-0.7	6.2	0.7	/	28.8	-5.2	98.2	-0.6	/
19	CC(=O)c1cc(CC=C(C)C)c(O)c(CC=C(C)C)c1O	-0.9	/	-9.1	-14.7	-0.1	19.8	7.7	1.5	114.5	-8.9	-19.8
20	Cc1ccc(NC(=O)C2CCCN2S(=O)(=O)c2ccc3c(c2)n(C)c(=O)c(=O)n3C)c(C)c1 (centres undefined)	-1.9	-2.1	-8.3	4.3	0.4	/	-18.8	3.3	95.1	0.0	/
21	Cn1nc(C(F)(F)F)c(-c2cccc(C(F)(F)F)c2)c1NC(=O)c1ccco1	-4.6	-12.1	-9.1	-2.6	1.4	-21.5	0.4	-1.8	109.3	-0.6	21.5
22	CS(=O)(=O)NN1C(=O)c2ccccc2NC1c1ccccc1 (centres undefined)	-4.1	2.8	-4.2	6.2	-0.2	-4.3	7.0	-3.1	95.5	-8.8	4.3
23	CCC(C)NS(=O)(=O)c1ccc(OCC(=O)NCc2cccnc2)cc1 (centres undefined)	3.2	-6.3	-5.8	12.9	1.1	0.4	3.5	19.1	/	6.5	-0.4
24	O=C(CCCCC(=O)OCC1COCO1)OCC1COCO1 (centres undefined)	4.6	6.7	-12.2	/	1.1	4.0	2.4	-0.6	101.8	1.2	-4.0
25	CC(C)(O)C#Cc1ccc(C(=O)N2CCN(c3ccc(Cl)cc3)CC2)cc1	-11.4	-14.6	-4.5	-10.5	1.5	-14.6	-22.4	-2.4	80.6	-7.2	14.6
26	OC1(c2ccc3c(c2)OCO3)CCN(Cc2ccccn2)CC1	-5.9	8.0	-4.2	-8.7	2.8	16.4	-12.2	0.3	97.1	-0.4	-16.4
27	CSc1ccc(/C=C(/NC(=O)c2ccco2)C(=O)N2CCCCCC2)cc1	-16.6	-13.8	-2.5	-14.5	-2.0	11.1	3.4	11.8	103.7	7.1	-11.1
28	CN=C1NN=C(c2cc(C)n(-c3ccc(Cl)cc3)c2C)CS1	-7.8	30.6	-9.0	-4.7	0.0	3.7	-4.7	-22.5	100.2	-7.7	-3.7
29	O=C(O)c1cc2ccccc2c(N=Nc2cccnc2)c1O	-0.1	-60.2	-5.9	-10.0	1.5	-7.3	16.1	/	65.2	2.6	7.3
30	O=C(O)c1cc(S(=O)(=O)N2CCOCC2)c(Sc2ccccn2)cc1Sc1ccccn1	9.1	2.1	-0.2	/	-0.4	-14.7	24.1	2.3	107.4	2.0	14.7
31	O=C(COc1ncnc2sccc12)Nc1ccc(F)cc1F	-7.7	-3.9	7.7	18.2	0.9	-3.4	32.7	-6.3	99.0	0.9	3.4
32	CC1CCN(c2nc3c(c(=O)[nH]c(=O)n3C)n2Cc2ccccc2)CC1	1.5	-4.9	-6.0	8.2	-0.3	-1.8	-4.0	/	96.2	-6.6	1.8
33	Cn1c(=O)c2[nH]c(C(O)c3ccc(Cl)cc3)nc2n(C)c1=O (centres undefined)	-9.0	0.9	-10.5	/	1.3	2.0	4.8	-1.5	95.5	-5.3	-2.0
34	CCCCNC(=O)c1ccc(SCC(=O)N(CC)CC)c([N+](=O)[O-])c1	-0.9	13.6	-11.5	-14.0	0.5	22.6	-16.7	-7.1	/	-9.5	-22.6
35	Cc1cc(C)c2nc(SCC(=O)Nc3ccccc3N3CCOCC3)c(C#N)cc2c1	-3.2	/	-3.7	-0.2	0.0	16.7	15.4	-1.1	101.1	0.6	-16.7
36	Cc1nn(C)c(C)c1CN(Cc1nc(CCC(C)C)no1)C(C)C	-5.2	-10.7	-21.8	4.9	1.3	-27.9	-13.2	-0.3	105.1	-10.8	27.9
37	Cc1ccc2cc(C#N)c(N3CCCN(S(=O)(=O)c4ccccc4)CC3)nc2c1	-5.5	/	-6.7	-21.1	-1.4	/	8.4	11.0	/	2.7	/
38	O=c1c2ccc([N+](=O)[O-])cc2ncn1CCOc1ccccc1	-3.0	34.6	4.3	/	0.7	-28.6	-16.3	-1.0	118.5	-4.1	28.6
39	Cn1nc(C(=O)N2CCCc3ccccc32)c2ccccc2c1=O	0.3	10.4	-0.5	/	-1.4	8.7	-7.8	-2.3	98.0	4.0	-8.7
40	N#C/C(=C\c1ccc(O)cc1)C(=O)N1CCCC1	4.9	-1.7	-1.9	-7.8	1.1	/	-1.7	0.0	103.0	-2.5	/
41	COc1ccccc1C1CC(c2ccccc2)=NN1C(=S)Nc1ccccc1 (centres undefined)	-3.4	3.6	-1.1	-3.1	-1.3	12.5	-5.4	/	110.2	0.5	-12.5
42	CCCCCCCCS(=O)CCC(=O)O (centres undefined)	3.0	5.1	-1.5	5.8	-0.9	-5.0	-4.1	5.0	100.2	-6.1	5.0
43	S=c1[nH]nc(-c2cc(-c3ccccc3)n[nH]2)n1/N=C/C=C/c1ccccc1	41.3*	/	-9.2	-7.3	1.6	2.5	-1.0	3.1	94.7	-11.9	-2.5
44	CCn1cc([N+](=O)[O-])c(C(=O)N2N=C(c3ccc(OC)cc3OC)CC2c2ccccc2O)n1 (centres undefined)	0.0	3.0	-6.6	-3.7	1.6	13.0	5.8	3.3	106.7	-7.2	-13.0
45	O=C1Nc2cc(Cl)c(Cl)cc2N(O)N1c1ccccc1	3.1	-0.5	-2.2	10.7	-0.2	-20.6	-10.3	-2.7	101.4	-10.9	20.6
46	CCOC(=O)c1c(C)nc2sc(C(N)=O)c(N)c2c1-c1ccc(OC)cc1	6.2	14.0	-5.8	-21.9	2.3	3.0	-1.3	2.0	103.0	7.9	-3.0
47	O=C(c1ccncc1)N1CCN(c2ccc3ccccc3n2)CC1	3.0	-3.0	-3.0	-10.2	-0.4	-11.7	3.6	43.9	119.2	-0.4	11.7
